Compound activity as filed in PubChem BioAssay.
GLP-1R agonist: activates the human GLP-1 receptor | P43220 | HEK293 GLP-1R CRE-luciferase, luminescence, 4-6 h; cells express a hypersensitive GLP-1R form | Potency, µM (titrated, usually from 45.6 µM), for inactives: top-dose activation, actives largely listed as activators | 380,000 compounds, 0.007% hits; note: % of control where 0% means no effect
Target sequence (P43220 whole entry, looked up): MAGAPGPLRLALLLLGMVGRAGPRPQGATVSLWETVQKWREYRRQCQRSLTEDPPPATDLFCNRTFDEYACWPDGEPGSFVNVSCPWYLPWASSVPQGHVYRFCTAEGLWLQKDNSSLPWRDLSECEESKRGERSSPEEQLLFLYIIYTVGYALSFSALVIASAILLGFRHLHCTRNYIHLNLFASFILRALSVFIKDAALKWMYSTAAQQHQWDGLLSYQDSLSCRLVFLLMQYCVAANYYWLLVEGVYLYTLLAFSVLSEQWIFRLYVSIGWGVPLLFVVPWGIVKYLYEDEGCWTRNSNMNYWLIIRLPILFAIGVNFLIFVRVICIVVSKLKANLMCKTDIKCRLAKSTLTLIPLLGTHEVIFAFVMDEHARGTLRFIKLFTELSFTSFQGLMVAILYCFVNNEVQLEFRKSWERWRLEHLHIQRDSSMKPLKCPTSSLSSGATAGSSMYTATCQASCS
SW480 rereplic: induces DNA re-replication in SW480 colon adenocarcinoma cells. Potency, µM (series often up to 46.1 µM), for the others: at the top dose re-replication activation, most hits filed as activators. SW480 DNA re-replication, Hoechst DNA content imaging, 48 h. 340,000 compounds, 1.8% hits; note: % of control where 0% means no effect; nearly all actives have a fitted effect of over 55% in size
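Cells (250 per well) received 23 nL compound or DMSO by pin tool and were kept 48 hr at 37 C, 5% CO2. Nuclei were then stained with Hoechst for 40 min and scanned for DNA content.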
TDP43 rescue: TDP-43 toxicity inhibition in yeast. TDP-43 expressing yeast growth rescue, BacTiter-Glo, 24 h. Potency, µM (titrated, usually from 46.1 µM), inactives show at the highest dose growth rescue (activation), usual class: activators. 410,000 compounds, 1.8% hits. AID 652104; note: % of control where 0% means no effect; nearly all actives have a fitted effect of over 50% in size
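Growth rescue of TDP-43-toxic yeast measured as ATP luminescence (BacTiter-Glo). Cells grown to mid-log in raffinose, induced in galactose at OD600=0.02, exposed to compound 24 hr at 30 deg C.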
GLP1R cytotox: cytotoxic in the GLP-1 receptor inverse agonist counter-screen | HEK293 cAMP-luciferase reporter cells, luminescence, 24 h | Potency, µM (titrated, usually from 38.3 µM), for the others: at the highest dose activity change, negative = inhibition, usual class: inhibitors | 410,000 compounds, 0.13% hits | AID 624418;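 note: loss of luciferase light is scored as toxicity; % is set by controls: 0 for no effect and ±100 for the full control effect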
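Luminescence readout: signal drop marks cytotoxicity. Plated cells grew 12 h at 37 °C, 5% CO2, received 23 nL compound for 24 h, then got luciferase reagent, read after 12 min at RT.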
KB-V1 cytotox: kills drug-selected multidrug resistant KB-V1 cells | KB-V1 MDR cells viability, CellTiter-Glo, 72 h | Potency, µM (titrated, usually from 46.1 µM), inactives show at the highest dose activity change, negative = cytotoxicity, hits mostly cytotoxic | 400,000 compounds, 3.4% hits | AID 1347076; note: % is set by controls: 0 for no effect and ±100 for the full control effect; nearly all actives have a fitted effect of over 60% in size
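Cells of the MDR subline KB-V1 are plated, dosed with compound at multiple concentrations, and incubated 72 h at 37 degrees C; CellTiter-Glo is then added and luminescence read after 10 min.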
HT1080 IDH1KD tx: HT-1080 IDH1 knockdown cell toxicity (counter line); HT-1080 IDH1 knockdown viability, ATP luminescence, 48 h; Potency, µM (highest dose often 46.1 µM), inactives show top-dose activity, negative = toxicity, most hits filed as cytotoxic; 360,000 compounds, 2% hits;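 note: 0% = DMSO wells and -100% = cell-free medium wells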
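IDH1KD HT-1080 cells, 750/well, RPMI + 5% FBS; compound pinned after 2 h settling; 48 h, 37 °C; CellTiter-Glo luminescence; % activity normalised to DMSO and no-cell wells; curves fitted, classed by r2 and efficacy.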
GLP1R inv ag: acts as inverse agonist at human GLP-1 receptor. HEK293 GLP-1R CRE-luciferase, luminescence, 24 h; GLP-1R form is constitutively active. Potency, µM (doses to about 38.3 µM), inactives show at the highest dose activity change, negative = inhibition, most hits filed as inhibitors. 410,000 compounds, 1.6% hits; note: % is set by controls: 0 for no effect and ±100 for the full control effect; nearly all actives have a fitted effect of over 55% in size
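Readout was luciferase luminescence, measured 12 min after detection reagent at room temperature. Beforehand, GLP-1R reporter HEK293 cells had sat 12 h, then received compounds for 24 hr at 37 deg C.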
HT1080-NT tox: kills 2HG-producing HT-1080-NT fibrosarcoma cells; HT-1080-NT fibrosarcoma viability, CellTiter-Glo ATP luminescence, 48 h; Potency, µM (doses to about 46.1 µM), for inactives: at the top dose activity, negative = less viability, actives largely listed as cytotoxic; 360,000 compounds, 1.6% hits; AID 686970;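 note: NT is the 2HG producing partner of a matched IDH1 knockdown line; 0% = DMSO-treated cells and -100% = media-only wells without cells; nearly all actives have a fitted effect of over 55% in size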
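Read-out is CellTiter-Glo luminescence after 10 minutes at room temperature, following 48 hours' compound treatment of HT-1080-NT cells (750 cells/well, RPMI, 5% FBS, 37 degrees C).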
KB-3-1 cytotox: KB-3-1 parental cell cytotoxicity; KB-3-1 viability, CellTiter-Glo ATP luminescence, 72 h; Potency, µM (highest dose often 46.1 µM), for inactives: at the highest dose activity change, negative = cytotoxic, usual class: cytotoxic; AID 1347075; 400,000 compounds, 1.4% hits; note: % is set by controls: 0 for no effect and ±100 for the full control effect; nearly all actives have a fitted effect of over 60% in size
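Cytotoxicity in the drug-sensitive parental line KB-3-1 was scored as loss of CellTiter-Glo luminescence following 72 h incubation with compound. Values come from curve fitting of normalized concentration-response data.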
* hit, by the source's call; u = inconclusive; x = not tested or not shown; [ ] = dose if it differs, or a comment. Calls come from the whole dose curve; as a rule, active = well fitted curve in the direction sought with a large enough effect; inconclusive = small, poorly fitted or top-dose-only effect, or another doubt; inactive = no such curve, though single readings can be large; an effect the other way counts as inactive or inconclusive. Potency is the fitted concentration of half-maximal effect. Compounds as they come. Share with any hit: about 9.4%.

SMILES | GLP-1R agonist | SW480 rereplic | TDP43 rescue | GLP1R cytotox | KB-V1 cytotox | HT1080 IDH1KD tx | GLP1R inv ag | HT1080-NT tox | KB-3-1 cytotox
CCCCn1c(N)c(N(CC(C)C)C(=O)CCNC(=O)c2ccc(Cl)cc2)c(=O)[nH]c1=O | -2.3% | -8.0% | 2.7% | 11.5% | 2.2% | 0.2% | 13.5% | -0.1% | 26.6%
CC(C)c1ccc(NC(=O)Nc2cnccn2)cc1 | 5.4% | u | 11.1% | -27.1% | u | 14.6µM* | -14.4% | u | 4.11µM*
CCOC(=O)c1cnc2ccc(OC(F)(F)F)cc2c1Nc1ccccc1C(=O)O | 0.0% | x | 11.6% | -8.9% | 0.0% | x | 13.8% | x | 1.4%
Cc1ccc(-n2nc3c(=O)n(C(C)C(=O)NC4CC4)nc(C)c3c2C)cc1 (stereo not drawn) | -6.9% | 1.0% | 5.0% | -6.9% | 10.2% | -1.4% | -7.8% | -2.2% | -2.1%
CCCCN(C(=O)c1c(CC)noc1C)c1c(N)n(CC(C)C)c(=O)[nH]c1=O | -17.6% | -2.6% | 12.1% | -11.0% | -5.8% | 11.3% | -1.3% | 15.4% | 0.3%
CCn1c(C)nc2c(C)[n+](CC(=O)c3ccc(Br)cc3)ccc21 | 6.4% | -8.5% | -24.6%[9.22 µM] | -11.8% | u | 0.2% | 9.2% | 22.2% | u
CC(C)Cn1c(N)c(C(=O)COC(=O)c2cc(S(=O)(=O)N3CCOCC3)ccc2Br)c(=O)n(C)c1=O | -15.9% | 12.1% | -1.1% | -24.9% | u | -18.1% | -24.5% | -11.0% | -19.9%
C[C@H](CO)N1C[C@H](C)[C@H](CN(C)C(=O)Nc2cccc(C(F)(F)F)c2)OCc2cnnn2CCCC1=O | 4.5% | x | 24.3% | 1.4% | -2.2% | 6.4% | 8.8% | 1.2% | -2.8%
O=C(C[n+]1ccc(C(=O)N/N=C/c2ccc(OCc3ccccc3)cc2)cc1)c1ccccc1 | -6.7% | 0.4% | u | 13.6% | 9.0% | -18.6% | 9.0% | -1.1% | 17.2%
Cc1nn(CCOc2ccccc2)c(=O)n1-c1ccccc1 | -15.3% | 0.7% | 28.7% | 1.2% | u | 1.4% | 2.4% | 13.8% | 11.2%
Cc1cc(Br)ccc1OCc1nnc(-c2ccccc2)o1 | -1.9% | -1.2% | -0.8% | 1.1% | 7.8% | 18.5% | u | 7.3% | -1.2%
COC(=O)c1ccc(Cl)c(S(=O)(=O)N2CCCC2)c1 | 15.2% | -8.9% | 0.1% | -11.6% | -12.2% | -1.7% | -27.1% | -0.6% | 1.0%
CCC(c1nnnn1CS(=O)(=O)c1ccc(C)cc1)N1CCC(C(N)=O)CC1 (stereo not drawn) | 2.3% | 12.9% | -0.3% | -4.7% | 0.0% | -4.2% | -2.3% | -6.2% | 0.0%
Cc1ccc(NC(=O)C2CCN(S(=O)(=O)c3cccc(C(F)(F)F)c3)CC2)nc1 | 2.4% | 12.2% | -16.2% | -1.2% | u | -16.1% | -2.1% | 0.4% | -6.4%
CCCCn1c(N)c(N(CCOC)C(=O)c2cnc(C)cn2)c(=O)[nH]c1=O | -8.0% | -5.7% | 4.3% | -4.1% | 8.6% | 0.1% | 8.8% | 4.4% | -8.0%
Nc1c(C(=O)c2ccc(Cl)cc2)sc2c1c(=O)[nH]c(=O)n2-c1ccccc1 | 10.2% | -3.7% | 4.2% | -3.4% | 6.9% | -7.7% | 111.4%[activator] | -0.6% | 16.5%
CC(=O)c1ccccc1OCCCOc1cccc2cccnc12 | 20.3% | -1.7% | 13.8% | 2.3% | -14.7% | -9.3% | 6.6% | -10.5% | 3.0%
Cc1cc(NS(=O)(=O)c2ccc(NC(=S)NC(=O)c3ccc(Cl)cc3Cl)cc2)no1 | -17.7% | -2.7% | -29.3% | -4.3% | 18.7% | -3.2% | 7.0% | -2.0% | 0.1%
COc1ccc2c(c1)c(C(=O)N/N=C/c1ccc(O)c(O)c1)c(C)n2C | 3.0% | -2.9% | -5.5% | -26.6% | -12.9% | -24.0% | 6.8% | -16.2% | -5.5%
Cc1ccc(NC(=O)COc2coc(CN3CCN(c4ccccc4)CC3)cc2=O)cc1 | -10.4% | -1.8% | 22.1% | 10.1% | -5.4% | -4.0% | 8.5% | -1.5% | 0.0%
Cc1cccc(NC(=O)CCNS(=O)(=O)c2cccc3nonc23)c1C | 0.5% | -3.5% | -15.7% | -11.9% | 0.0% | 8.1% | 11.7% | 0.1% | 19.5%
COC(=O)C1=CN(c2ccc(OC)cc2)C(N)=C(C#N)C1c1ccccc1F (stereo not drawn) | x | x | 0.0% | -11.2% | u | u | u | u | u
CCOC(=O)C1=C(C)NC(C)=C(C(=O)OCC)C1C(=O)OCC(N)=O | 7.2% | -4.4% | 5.0% | 8.9%[0.307 µM] | 8.8% | 0.9% | 6.4%[0.307 µM] | 11.4% | -1.0%
CCOC(=O)N1CCN(C(=O)CNS(=O)(=O)c2c(C)cc(C)cc2C)CC1 | 2.9% | 6.9% | -23.8% | -0.9% | u | -3.1% | 9.0% | -12.9% | u

Laid out differently: entries from further up
Values run as follows: GLP-1R agonist, SW480 rereplic, TDP43 rescue, GLP1R cytotox, KB-V1 cytotox, HT1080 IDH1KD tx, GLP1R inv ag, HT1080-NT tox, KB-3-1 cytotox
Nc1c(C(=O)c2ccc(Cl)cc2)sc2c1c(=O)[nH]c(=O)n2-c1ccccc1
  10.2%, -3.7%, 4.2%, -3.4%, 6.9%, -7.7%, 111.4%[activator], -0.6%, 16.5%
Cc1ccc(NC(=O)COc2coc(CN3CCN(c4ccccc4)CC3)cc2=O)cc1
  -10.4%, -1.8%, 22.1%, 10.1%, -5.4%, -4.0%, 8.5%, -1.5%, 0.0%
CCC(c1nnnn1CS(=O)(=O)c1ccc(C)cc1)N1CCC(C(N)=O)CC1 (stereo not drawn)
  2.3%, 12.9%, -0.3%, -4.7%, 0.0%, -4.2%, -2.3%, -6.2%, 0.0%
Cc1ccc(NC(=O)C2CCN(S(=O)(=O)c3cccc(C(F)(F)F)c3)CC2)nc1
  2.4%, 12.2%, -16.2%, -1.2%, u, -16.1%, -2.1%, 0.4%, -6.4%
CC(=O)c1ccccc1OCCCOc1cccc2cccnc12
  20.3%, -1.7%, 13.8%, 2.3%, -14.7%, -9.3%, 6.6%, -10.5%, 3.0%

(list continues)
SMILES | GLP-1R agonist | SW480 rereplic | TDP43 rescue | GLP1R cytotox | KB-V1 cytotox | HT1080 IDH1KD tx | GLP1R inv ag | HT1080-NT tox | KB-3-1 cytotox
Cc1cc(-c2n[nH]c(=S)n2Cc2ccccc2)cs1 | 0.3% | -7.1% | u | -18.7% | -0.3% | -6.0% | -11.7% | -7.6% | -1.6%
OCCCNc1cc(-c2ccnc(Nc3cccc(Cl)c3)n2)ccn1 | -18.0% | u | 3.4% | -4.1% | 0.13µM* | u | u | -44.9% | u
CCOC(=O)c1c(C)[nH]c(C(=O)COC(=O)C2(C)CC2(Cl)Cl)c1C (stereo not drawn) | 8.2% | 15.7% | 0.0% | -10.8% | 13µM* | u | 0.0% | 13.1% | -13.1%
Cc1ccc(C(=O)NCC(c2ccc(F)cc2)N2CCOCC2)cc1S(=O)(=O)N1CCOCC1 (stereo not drawn) | -2.0% | -2.4% | -10.1% | -10.2% | 20.6µM* | -2.7% | 15.8% | -4.2% | -0.9%
Nc1ccc2sc(N)nc2c1 | 1.8% | -10.8%[9.22 µM] | 12.7% | 1.5% | -0.3% | 4.8% | 13.9% | 1.3% | 3.3%
CC(C)c1nc(SCC(=O)NCc2ccccc2)n[nH]1 | -4.1% | -5.1% | 13.5% | -3.2% | 5.8% | 8.6% | -3.1% | 15.2% | -4.0%
CCNC(=O)N(C)c1c(CC)nc2ccc(C(=O)N3CCN(C(C)=O)CC3)cn12 | 0.4% | x | 2.6% | -4.9% | -2.6% | 12.1% | 10.5% | 10.7% | 10.7%
CCN1C(=O)/C(=C2/C=Cc3ccccc3N2CC)SC1=S | 3.3% | -1.8% | -0.9% | -6.1% | -8.3% | 3.9% | 7.7% | -5.0% | -3.0%
C=CCn1c(CCNC(=O)c2cccs2)nnc1SCC(=O)c1cccc([N+](=O)[O-])c1 | 3.1% | u | -6.6% | 0.6% | -13.9% | u | 0.0% | -19.0% | 0.0%
Cc1ccc(OCCn2ccnc2)c([N+](=O)[O-])c1 | -3.0% | -16.8% | 5.5% | -15.9% | 25.7% | 8.0% | 20.6% | 10.8% | 1.0%
CCCCCCn1cc(CN2CC(N(C)CCC)CS2(=O)=O)nn1 (stereo not drawn) | 0.9% | x | 8.8% | 1.9% | 5.0% | 3.8% | 6.5% | -0.2% | 8.6%
CC1CN(CCOc2ccccc2C(C)C)CC(C)O1 (stereo not drawn) | -3.4% | -11.4% | -1.7% | 3.3% | 5.7% | 11.0% | -21.4% | 4.8% | 9.6%
Cc1cc(C)c(NC(=O)/C(C#N)=C/c2ccc(OCc3ccc(F)cc3)cc2)c(C)c1 | 4.3% | -2.4% | 10.8% | -0.2% | -8.8% | 2.5% | u | -3.1% | -5.9%
O=C(CSc1ccc(-c2ccc(Cl)cc2)nn1)NC1CCCC1 | -8.8% | 0.5% | 11.5% | -4.2% | x | 16.6% | 9.3% | 7.1% | x
Cc1cc2c(cc1C)NC(c1ccccn1)C1=C(CC(C)(C)CC1=O)N2 (stereo not drawn) | 5.0% | 14.0% | -9.3% | 14.4% | -1.6% | -4.9% | -1.1% | -7.5% | -2.2%
COc1ccc(-c2noc(-c3ccc(N4CCN(C)CC4)c([N+](=O)[O-])c3)n2)cc1 | x | x | 15.0% | -1.7% | 28.3% | x | 10.5% | x | 9.9%
CCOc1ccc(-c2nn(-c3ccccc3)cc2/C=C2\SC(N)=NC2=O)cc1C | -6.7% | -2.3% | 12.2% | -2.9% | -15.6% | -17.7%[9.24 µM] | 3.0% | 8.9% | u
